Assay outcomes deposited in PubChem by National Center for Advancing Translational Sciences (NCATS).
Vif-A3F inh = inhibitors of Vif-A3F interaction. Potency, µM (series often up to 46.1 µM), without a hit: at the top dose activity, negative = active. 0.2% of 390,000 active. HeLa A3F-eYFP + Vif (tagged APOBEC3F with the HIV-1 protein that degrades it), YFP fluorescence increase; note: potency is the fitted concentration of half-maximal effect; % of control where 0% means no effect; nearly all actives have a fitted effect of over 65% in size
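HeLa cells stably expressing A3F-eYFP plus Vif, plated and incubated overnight at 37 deg C, then exposed to compounds overnight at 37 deg C. Blocked degradation read as raised yellow fluorescence (Ex 488/Em 500-530).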
Glioma ERSR ind = inducers of ER stress response in human glioma cells; U87-MG GRP78 promoter luciferase reporter, 16 h; Potency, µM, without a hit: at the top dose activation, usual class: activators; 0.02% of 420,000 active; note: potency is the fitted concentration of half-maximal effect; series mostly up to about 76 µM; % of control where 0% means no effect; nearly all actives have a fitted effect of over 35% in size
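Stably transfected U87-MG human glioma cells carrying a GRP78-based luminescent sensor were seeded at 1000 cells/well, pin-dosed with compounds and incubated 16 h. Luciferase reagent was then added, and end-point luminescence was read after 10 min at room temperature.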
Vif-APOBEC3G blk = Vif-A3G binding inhibition. Q9HC16. HeLa A3G-eYFP + Vif (tagged APOBEC3G with the HIV-1 protein that degrades it), YFP fluorescence, overnight. Potency, µM (titrated, usually from 46.1 µM), for inactives: at the top dose activity, negative = active, usual class: inhibitors. 0.076% of 410,000 active;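 note: potency is the fitted concentration of half-maximal effect; % is set by controls: 0 for no effect and ±100 for the full control effect; nearly all actives have a fitted effect of over 60% in size; hits raise eYFP signal because A3G escapes Vif-driven loss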
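Read-out is eYFP fluorescence (Ex 488/Em 500-530) from Vif-expressing HeLa A3G-eYFP cells; more signal means A3G escaped Vif-mediated degradation. Cells plated overnight, compound pinned in, incubated overnight at 37 deg C.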
12-LOX inh = inhibitors of human 12S-lipoxygenase ALOX12 | purified 12hLO, xylenol orange hydroperoxide absorbance | Potency, µM (top dose mostly 108 µM), inactives show at the highest dose activity change, negative = inhibition, usual class: inhibitors | 1.1% of 580,000 active; note: potency is the fitted concentration of half-maximal effect; % is set by controls: 0 for no effect and ±100 for the full control effect
Target sequence (P18054 whole entry, looked up): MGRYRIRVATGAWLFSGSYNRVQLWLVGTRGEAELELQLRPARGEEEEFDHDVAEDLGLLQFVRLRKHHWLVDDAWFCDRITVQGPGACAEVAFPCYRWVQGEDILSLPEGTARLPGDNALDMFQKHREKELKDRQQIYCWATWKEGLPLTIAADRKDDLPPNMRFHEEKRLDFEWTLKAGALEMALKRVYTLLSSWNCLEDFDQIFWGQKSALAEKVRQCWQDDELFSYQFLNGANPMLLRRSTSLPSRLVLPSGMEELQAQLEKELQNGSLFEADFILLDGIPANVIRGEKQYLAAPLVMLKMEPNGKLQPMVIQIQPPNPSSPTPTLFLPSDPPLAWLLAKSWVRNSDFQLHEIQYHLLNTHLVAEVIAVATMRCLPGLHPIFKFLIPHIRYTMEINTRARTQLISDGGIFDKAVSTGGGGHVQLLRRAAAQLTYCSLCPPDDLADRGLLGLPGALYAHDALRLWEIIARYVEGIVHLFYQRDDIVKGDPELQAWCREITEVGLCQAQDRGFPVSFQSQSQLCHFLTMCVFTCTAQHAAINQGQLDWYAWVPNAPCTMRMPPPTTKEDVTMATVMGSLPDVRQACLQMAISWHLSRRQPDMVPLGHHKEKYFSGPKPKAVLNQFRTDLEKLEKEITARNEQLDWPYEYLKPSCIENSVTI
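Hydroperoxide product was detected by ferrous iron/xylenol orange as the 573 to 405 nm absorbance ratio. Arachidonic acid at 40 uM (final) was turned over for 30 min at room temperature by 150 nM human 12hLO, pH 7.0 Hepes buffer, after 15 min compound preincubation.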
D2 antag = D2 dopamine receptor (human) antagonism | P14416 | 2% of 340,000 active | HEK293 TREx D2 cells, calcium flux, dopamine EC80 | inhibition, % at 10 µM | AID 485344; in the data active = inhibition above about 30%; note: 0% is about no effect
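Read-out: kinetic calcium fluorescence (1 cycle/s) in inducible HEK293 T-REx D2 cells after an EC80 dopamine addition that followed 180 s compound preincubation. Loss of the dopamine response indicates antagonism.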
RGS4 inh = blocks human RGS4-accelerated GTP hydrolysis; P49798; Transcreener GDP fluorescence polarization, RGS4-accelerated GTP hydrolysis; Potency, µM (titrated, usually from 114 µM), for the others: at the top dose activity change, negative = inhibition, usual class: inhibitors; 0.039% of 390,000 active; AID 504845; note: potency is the fitted concentration of half-maximal effect; % is set by controls: 0 for no effect and ±100 for the full control effect; nearly all actives have a fitted effect of over 75% in size; some results filed as inactive show a strong effect at the top dose
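MLSMR compounds (23 nl, pin-transferred) preincubated 10 min at room temperature with a 500nM (2x) first reagent, then RGS4 at 900nM (2x) plus Transcreener GDP mix added; fluorescence polarization (620/688 nm) read before and after 90 min at 30 °C.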
ERG Ets-DNA blk = blocks human ERG Ets domain binding to DNA; AID 624246; 0.028% of 370,000 active; P11308; fluorescence polarization, His-ERG Ets domain / labelled DNA; Potency, µM (top dose mostly 76.9 µM), inactives show at the top dose FP activity, negative = inhibition, usual class: inhibitors; active = well fitted inhibition curve with a large enough effect in the polarisation, with a control signal flat; inconclusive = small, poorly fitted or top-dose-only effect, or effect the other way, or a change in a side signal; inactive = no such curve, though single readings can be large or run the other way; the % refers to the polarisation;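 note: polarization taken with two DNA probes labelled with fluorescein and Texas red; potency is the fitted concentration of half-maximal effect; % of control where 0% means no effect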
Target sequence (P11308 whole entry, looked up, the tested form may be a part): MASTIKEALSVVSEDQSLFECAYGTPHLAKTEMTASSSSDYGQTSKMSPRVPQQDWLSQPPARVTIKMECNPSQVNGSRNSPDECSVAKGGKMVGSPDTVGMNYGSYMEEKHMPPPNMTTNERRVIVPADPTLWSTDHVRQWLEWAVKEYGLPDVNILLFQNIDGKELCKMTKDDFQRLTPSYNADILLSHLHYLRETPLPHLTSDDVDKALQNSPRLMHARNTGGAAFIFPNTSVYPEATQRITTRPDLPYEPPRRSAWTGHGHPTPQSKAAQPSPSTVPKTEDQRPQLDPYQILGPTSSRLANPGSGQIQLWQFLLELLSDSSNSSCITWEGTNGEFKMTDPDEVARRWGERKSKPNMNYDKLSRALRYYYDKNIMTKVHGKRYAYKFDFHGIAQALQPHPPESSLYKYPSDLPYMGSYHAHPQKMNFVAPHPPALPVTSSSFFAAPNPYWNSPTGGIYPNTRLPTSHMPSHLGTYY
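His-tagged ERG Ets domain (1 uM in the protein solution; 300mM KCl, 50mM Tris-HCl, 1mM EDTA, 1mM DTT, pH 7.5) received compound, then a probe mix of 5 nM fluorescein-DNA and 100nM Texas-615-DNA. Fluorescence polarization was read for both dyes.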
D2 agonist = agonists of human D2 dopamine receptor; 0.53% of 340,000 active; P14416; activation, % at 2 µM; HEK293 T-REx D2 cells, calcium flux agonist mode;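 active = activation over 3 SD above normal in the single-dose calcium agonist read, cut at about 30% in these data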; note: 0% is about no effect
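In this primary screen, compounds producing a positive calcium signal within 180 s of addition to tetracycline-induced, force-coupled HEK293 Trex D2 cells are flagged; cells are dye-loaded with a no-wash calcium kit beforehand.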
LDHA block = inhibitors of human lactate dehydrogenase A; activity change, % (values are at about 110 or 230 µM); purified LDHA, NADH/diaphorase-resazurin fluorescence; stronger effect = lower value; 0.15% of 480,000 active; AID 1347041; in the data active = activity change below about -30%; inconclusive = mostly about -25% to -30%;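 note: plate controls were DMSO wells for no effect and wells without enzyme for full effect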
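Enzyme activity of human lactate dehydrogenase 5 (2 nM; 0.06 mM NADH, 0.2 mM pyruvate, 5 min, RT) is measured via a resazurin/diaphorase fluorescence readout of residual NADH.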
* hit, by the source's call; u = inconclusive; x = not tested or not shown; [ ] = dose if it differs, or a comment. Unless noted, calls come from the whole dose curve; as a rule, active = well fitted curve in the direction sought with a large enough effect; inconclusive = small, poorly fitted or top-dose-only effect, or another doubt; inactive = no such curve, though single readings can be large; an effect the other way counts as inactive or inconclusive. An excerpt (hit frequency here may not be typical).

Values run as follows: Vif-A3F inh, Glioma ERSR ind, Vif-APOBEC3G blk, 12-LOX inh, D2 antag, RGS4 inh, ERG Ets-DNA blk, D2 agonist, LDHA block
> O=C(/C=C/[C@H]1O[C@@H](n2cnc3c(NC(=O)c4ccccc4)ncnc32)[C@H](O)[C@@H]1O)NCc1cccc2ccccc12
 : x, -5%, 2%, 19%, x, x, x, x, -8
> Nc1c(C(=O)NCC2CCCO2)sc2nc3c(c(-c4ccco4)c12)CC/C3=C\c1ccco1 (stereo not given)
 : -5%, -6%, -2%, u, -8, -125%, -8%, 4.9, 13
> Cc1occc1C(=O)Nc1cccc(Cl)c1Cl
 : 0%, 3%, -5%, u, -2, -2%, 0%, -1.3, -3
> CCCCCC(=O)N1C[C@H](n2cc(COC(=O)c3ccccc3)nn2)[C@@H](O)C[C@@H]1c1ccccc1
 : -1%, -2%, 3%, 0%, x, x, x, x, -2
> Cc1ccc(Oc2ccccc2NC(=O)C2=COCCO2)cc1
 : 1%, -4%, -3%, -30%, 9, 5%, 19%, -1.4, -1
> O=C1NCC(NC(=O)C(F)(F)F)c2cc3c(cc21)OCO3 (stereo not given)
 : -1%, -4%, -3%, -7%, -3, 32%, 1%, 2.5, -2
> CN(C)/C=N/c1sc2c(c1C#N)CCCC2
 : -1%, 6%, 0%, 0%, 8, -12%, 11%, 0.1, 3
> O=c1oc2ccccc2n1CCn1c2ccccc2c2nc3ccccc3nc21
 : 1%, -1%, 0%, 44%[activator], 4, 14%, -5%, 1.1, -2
> CCCCN1C(=O)C(CC(=O)NCc2ccco2)CC(C(=O)N(CC)CC)=C1C (stereo not given)
 : -2%, -4%, 1%, -3%, x, x, x, x, -3
> O=C(NCc1ccco1)/C(=C\c1cccs1)NC(=O)c1ccsc1
 : 2%, -1%, -2%, -13%, 25, -10%, -1%, 0.1, 5
> COc1cc(Cl)c(C)cc1NC(c1ccccc1)c1nnc(-c2ccccc2Cl)o1 (stereo not given)
 : -7%, 3%, 4%, -16%, x, 13%, 3%, x, 3
> Cc1c(Cl)c([N+](=O)[O-])nn1CC(=O)NC1CCCCC1
 : 0%, -1%, -1%, 321%[activator], 11, 20%, 1%, 0.1, -8
> O=C(OCc1nc(-c2ccccc2Cl)no1)c1ccco1
 : -14%, -1%, 0%, -1%, x, 8%, 3%, x, 1
> COc1ccc(Cl)cc1S(=O)(=O)N1CCCC(C(=O)NCc2ccncc2)C1 (stereo not given)
 : 1%, 1%, 1%, -14%, 2, -1%, -1%, 0.6, -12
> C[N+](C)(C)c1ccc(/C=N/Nc2nc(Cl)c(C#N)c(Cl)c2Cl)cc1
 : 9%, 0%, 2%, u, 14, -26%, -2%, 0.4, -5
> COc1ccc(/C(=C\Nc2ccc(C)c(C)c2)C(C)=O)cc1OC
 : 10%, -2%, 4%, -16%, 3, -1%, -4%, 1.2, -7
> CC(=NCCCNC1CCCCC1)C1=C(O)CC(C)(C)CC1=O
 : -4%, 1%, -1%, 123%, x, -10%, 4%, x, -2
> O=C(Nc1cccc(NC(=O)c2cncc(Br)c2)c1)c1cncc(Br)c1
 : -25%, -2%, -11%, 0%, 6, -15%, 11%, 0.4, 3
> Cc1ccc(NS(=O)(=O)c2ccc3c(c2)C(C(C)C)C(=O)N3)cc1C (stereo not given)
 : -2%, 2%, -2%, -26%, x, 10%, -1%, 0.5, 9
> COc1cc(OC)c(C(=O)NCc2nc(-c3ccccc3)no2)cc1OC
 : 1%, -2%, 2%, 0%, x, 2%, -6%, 0.3, -3
> Nc1ccc2[nH]c(=S)sc2c1
 : 0%, 0%, -1%, u, x, u, 3%, x, 11
> Cc1cccc(S(=O)(=O)C(C#N)c2nc3ccccc3nc2N2CC(C)OC(C)C2)c1 (stereo not given)
 : 0%, -1%, 2%, u, 8, -12%, x, 0.2, 0
> COc1ccc(CCCc2nnc(SCC(=O)NN)o2)c(C)c1
 : 5%, 1%, -3%, 44%[activator], -5, 0%[56.9 µM], -4%, -0.6, -1
> CCOc1ccccc1NC(=O)CCS(=O)(=O)c1ccc(Br)cc1
 : 6%, -3%, -3%, 0%, -4, 10%, 4%, 0.5, -8
> COc1ccc(-c2cncnc2N)cc1OC
 : 0%, -2%, 0%, 5%, x, x, x, x, -3
> Cc1cc(S(=O)(=O)N2CCOCC2)ccc1OCC(=O)NCCN1CCOCC1
 : 12%, 4%, -4%, -6%, -16, -21%, -1%, 0.0, -3
> CCOc1ccc(C(=O)NCC(=O)N2CC=C(c3ccccc3)CC2)cc1OCC
 : -6%, -5%, -4%, u, -2, 32%, 6%, 0.3, -12
> O=C(NCC(=O)N(c1ccc(F)cc1)C(C(=O)NC1CCCC1)c1ccncc1)c1ccco1 (stereo not given)
 : 3%, -6%, 0%, 5%, 0, 23%, -4%, 0.8, -3
> CN(C)c1ccc(C(=O)Nc2ccc(CN3CCS(=O)(=O)CC3)cc2)cc1
 : 1%, 7%, -1%, 0%, -10, 25%, 15%, 0.0, 1
> O=C(CCN1C(=O)C2C3CCC(C3)C2C1=O)Nc1ccccc1C(F)(F)F (stereo not given)
 : 2%, -6%, 1%, 0%, 4, -15%, 3%, -0.3, -2
> Cc1nnc(SCC(=O)c2ccc([N+](=O)[O-])cc2)s1
 : 10%, 0%, 4%, -4%, 4, 8%, -1%, -0.4, 5
> O=C(COC(=O)Cn1cnc2ccccc21)Nc1cc(S(=O)(=O)N2CCOCC2)ccc1Cl
 : 8%, -4%, 0%, -17%, -16, 11%, -5%, -0.3, -3
> Cc1ccccc1OC1C(=O)N(CC2CCCO2)C1c1ccc2c(c1)OCO2 (stereo not given)
 : 4%, -1%, 2%, 0%, x, 14%, -8%, x, 0
> O=C(c1cccs1)N(C(=O)c1cccs1)c1ccc(Br)cn1
 : 5%, -3%, -5%, u, -6, -15%, -3%, 0.4, -3
> Cc1cnc(C(=O)N(CCCn2ccnc2)C2C(=O)Nc3ccccc3N=C2c2ccccc2)cn1 (stereo not given)
 : x, 5%, 3%, u, x, x, x, x, -8
> COc1ccc(OCC(=O)NCCS(=O)(=O)N2CCN(c3cccc(Cl)c3)CC2)cc1
 : -10%, -3%, 6%, 2%, x, 3%, -7%, 0.7, -10
> COc1cccc(NC(=O)C(=O)NCCc2csc3nc(-c4ccccc4C)nn23)c1
 : -2%, 0%, 2%, -14%, x, -30%, -2%, -0.1, 1
> O=C1Nc2ccc([N+](=O)[O-])cc2C1(O)N1CCCCCC1 (stereo not given)
 : 0%, -2%, 2%, -27%, x, 13%, -8%, x, -18
> Cc1cc(C)cc(NC(=O)c2cccc(N3C(=O)C4C5C=CC(C5)C4C3=O)c2)c1 (stereo not given)
 : 2%, 1%, 1%, 0%, -7, -14%, 19%, -1.7, 1
> O=C(CC(=O)c1cc(Cl)ccc1O)c1ccccc1
 : -21%, 1%, -11%, -7%, -23, -14%, x, 0.3, 1
> COc1ccc(C(=O)N2CCC(O)(c3ccc(Cl)cc3)CC2)cc1OC
 : 3%, -3%, -1%, u, 2, -16%, -11%, 2.3, -4
> COc1ccc(N(C)C(=O)c2ccc3snnc3c2)cc1
 : 12%, -4%, -1%, 11%, -3, -20%, 0%, -2.5, -3
> CC1CN(CCCCSc2ccc(Cl)cc2)CC(C)O1 (stereo not given)
 : -11%, -3%, -4%, 1.8µM*, -8, 40%, 2%, -1.9, -12
> COc1ccc(C)cc1-n1cnc2cc(C(=O)NC3CCCCCC3)ccc21
 : -9%, -3%, -5%, 7%, x, -34%, -8%, 1.5, 1
> CN1CCC(=NNC(=O)CN(c2cccc(Br)c2)S(C)(=O)=O)CC1
 : -6%, -6%, 1%, 3%, 0, -38%, 1%, 0.0, 1
> Cc1ccc(-n2nc3cc(C)c(NC(=S)NC(=O)/C=C/c4ccco4)cc3n2)cc1
 : 3%, -2%, -5%, 45µM*, -7, -7%, -12%, 0.7, 0
> COc1ccc(NC(=O)c2cc3nc(-c4ccc(Cl)c(Cl)c4)cc(C(F)(F)F)n3n2)c(OC)c1
 : 5%, -3%, 9%, 1%, x, 25%, -8%, 0.6, 0
> Cc1ncoc1C(=O)N1CCCC(C(=O)c2ccc(-c3ccccc3)c(F)c2)C1 (stereo not given)
 : 6%, 1%, -1%, -15%, 18, -2%, -12%, -2.0, -9
> Cc1nc2nc(C)n(-c3ccccc3)c2s1
 : -7%, 0%, -1%, u, 2, -34%, -1%, 0.1, -12
> CCNc1nc(-c2ccc(OC(F)F)cc2)c(C)s1
 : 1%, 7%, 5%, -14%, -2, -29%, -3%, -1.2, -2
> O=C(Nc1cc(Cl)ccc1-n1cncn1)C1CC1
 : 9%, 2%, -1%, 0%, 2, -30%, 12%, 1.3, -2
> COC(=O)c1cc(OC)c(OC)cc1NC(=S)Nc1cc(Cl)ccc1OC
 : -2%, 2%, -1%, u, 1, -14%, 4%, -1.8, -2
> CCC(C(=O)OCC(=O)Nc1ccc2[nH]c(=O)[nH]c2c1)c1ccccc1 (stereo not given)
 : 6%, -4%, 0%, 8%, -19, 9%, -12%, 0.1, -5
> O=C(Nc1sc2c(c1-c1nc3ccccc3[nH]1)CCCC2)C1CCCC1
 : 0%, 1%, 4%, -35%, 5, -17%, -4%, -1.6, -4
> Cn1c(CC(=O)Nc2ccccc2F)nnc1SCC(=O)NC1=NCCS1
 : 2%, -4%, 4%, u, 22, -8%, -5%, 0.9, -3
> COc1ccccc1N1CCN(C(=S)Nc2cccc(C)c2)CC1
 : 2%, -8%, u, -2%, 4, -10%, -14%, 0.2, -8
> CN(C)C1=NCCN1CCCC1CCCCC1
 : 9%, -2%, 1%, -9%, 0, -17%, -8%, -0.9, -2
